Screening data as filed in PubChem.
SIAH1 antagonists – blockers of Siah-1 interaction with plectin peptide – biochemical, fluorescence polarization, rhodamine-plectin, uHTS, primary screen (AID 1817). Siah-1 / rhodamine-plectin peptide fluorescence polarization; higher % means a stronger effect. 0.02% of 290,000 active. displacement, % at 20 µM; hits with a dose series show IC50 in µM;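 active = displacement of at least 50% at 20 µM, with a fluorescence ratio check between 0.3 and a set limit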;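 also: plate controls were Siah plus tracer with DMSO for no effect and tracer alone without Siah for full effect; strong numbers were not always called active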
KOR beta-arrestin-1 – kappa opioid receptor activators – cell-based, luminescence, uHTS, primary screen (AID 1777) | 0.02% of 280,000 active | activation, % at 10 µM; hits with a dose series show EC50 in µM | KOR beta-arrestin recruitment, luminescence; higher % means a stronger effect; in the data active = activation above about 50%, passing the limit was not always enough; also: a part of the inactive calls stands beside numbers as strong as those of hits
GPR55 beta-arrestin – GPR55 agonists via beta-arrestin recruitment, primary screen, imaging, U2OS cells, beta-arrestin-GFP redistribution (AID 1961); U2OS GPR55 beta-arrestin-GFP redistribution imaging; higher % means a stronger effect; activation, % at 10 µM, or EC50 in µM where a hit was titrated; 0.048% of 290,000 active;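 active = activation above 40% with more than 50 cells counted in the well; inconclusive = wells holding fewer than 50 cells, flagged as toxic or sparse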;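 also: U2OS osteosarcoma cells stably expressing GPR55 and beta-arrestin-GFP; plate controls were DMSO negative control for no effect and LPI positive control for full effect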
KOR beta-arrestin-2 – kappa opioid receptor blockers – cell-based, luminescence, uHTS (AID 1778). 0.091% of 290,000 active. KOR beta-arrestin recruitment, luminescence, antagonist mode; higher % means a stronger effect. one-dose inhibition, % at 10 µM; IC50 in µM for titrated hits; in the data active = inhibition above about 50%; also: strong numbers were not always called active
AID2073 – inhibitors of Mint1-CaV2.2 protein interaction, biochemical, HTRF (AID 2073); 0.19% of 290,000 active; one-dose inhibition, % at 20 µM; IC50 in µM for titrated hits; HTRF protein-protein interaction, Mint1-CaV2.2; higher % means a stronger effect; in the data active = inhibition mostly above about 51%, no sharp cut-off; inconclusive = no clear call, values can overlap the other calls; inactive = mostly below about 53%; also: some results filed as inactive read as strong as hits
NOD1 NF-kB reporter – inhibition of NOD1-driven NF-kB reporter – cell-based, luminescence, uHTS, primary screen (AID 1578). NOD1-driven NF-kB luciferase reporter cells, luminescence; higher % means a stronger effect. inhibition, % at 4 µM, or EC50 in µM where a hit was titrated. 1% of 290,000 active; in the data active = inhibition mostly above about 36%, no sharp cut-off; inactive = mostly below about 34%;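 also: HEK-293T reporter cells stimulated with the NOD1 agonist gamma-tri-DAP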
HIV fusion peptide – cell-free HIV fusion peptide-binding blockers – biochemical, uHTS, fluorescence dequenching, primary screen (AID 1986); cell-free peptide binding, fluorescence dequenching, 30 min; higher % means a stronger effect; inhibition, % at 20 µM; hits with a dose series show IC50 in µM; 0.3% of 290,000 active; in the data active = inhibition mostly above about 52%, no sharp cut-off; inactive = mostly below about 76%; also: some results filed as inactive read as strong as hits
GPR55 LPI antagonism – GPR55 antagonists blocking LPI-driven arrestin recruitment, primary screen, imaging, U2OS, beta-arrestin-GFP, LPI agonist (AID 2013). U2OS GPR55 beta-arrestin-GFP translocation imaging, LPI antagonism; higher % means a stronger effect. 0.13% of 290,000 active. inhibition, % at 10 µM; hits with a dose series show IC50 in µM;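 active = spots per cell inhibited over 60%, with over 100 cells counted and total cytoplasm intensity under 500,000; inconclusive = wells with under 100 cells, flagged as likely toxic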;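 also: U2OS cells stably carrying GPR55 and arrestin-GFP stimulated by 5 µM LPI near EC80; imaged beta-arrestin-GFP aggregate spots per cell after agonist stimulation; plate controls were LPI-stimulated DMSO wells for no effect and DMSO wells without LPI for full effect; some results filed as inactive read as strong as hits; confirmed hits need IC50 under 10 µM and bright autofluorescent wells are also inconclusive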
GPR35 antagonists – inhibition of zaprinast-stimulated GPR35 beta-arrestin translocation – imaging, U2OS, beta-arrestin-GFP, zaprinast agonist, primary screen (AID 2058). U2OS GPR35 beta-arrestin-GFP translocation imaging, zaprinast antagonism; higher % means a stronger effect. inhibition, % at 10 µM, or IC50 in µM where a hit was titrated. 0.052% of 290,000 active;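 active = inhibition of at least 50% with at least 30 cells and total cytoplasm GFP at most 10,000,000; inconclusive = under 30 cells or total GFP of 10,000,000 plus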
* = called active by the depositor; ? = inconclusive; · = not tested or not shown; [ ] = dose if it differs, or a comment. The list is partial, so the mix of outcomes need not match the whole.

Short keys: A = SIAH1 antagonists; B = KOR beta-arrestin-1; C = GPR55 beta-arrestin; D = KOR beta-arrestin-2; E = AID2073; F = NOD1 NF-kB reporter; G = HIV fusion peptide; H = GPR55 LPI antagonism; I = GPR35 antagonists
> Cc1[nH]c2ccccc2c1C(c1ccccn1)N1CCCC1 (configuration not stated)
  A: -2%	B: -3.3%	C: 0.0%	D: 11%	E: -2%	F: 13%	G: -0.9%	H: 8%	I: 7%

> CC(=O)NC(C)CCc1ccccc1 (configuration not stated)
  A: 9%	B: -1.8%	C: -0.2%	D: 11%	E: 0%	F: -3%	G: -1.4%	H: 13%	I: 10%

> CCCCc1nnc(NC(=O)CSCc2cc(=O)n3cc(C)sc3n2)s1
  A: -2%	B: -2.0%	C: -0.1%	D: -43%	E: -6%	F: 9%	G: 0.2%	H: -9%	I: 7%

> Cc1ccc(S(=O)(=O)N(CC(=O)Nc2cccnc2)c2ccccc2C)cc1
  A: -1%	B: -2.8%	C: ?	D: -2%	E: -1%	F: 2%	G: 1.1%	H: 0%	I: 8%

> CC(Sc1ccc(Cl)cc1)C(=O)Nc1ccccc1C(=O)N1CCOCC1 (configuration not stated)
  A: 1%	B: 1.7%	C: -0.1%	D: -28%	E: -4%	F: 8%	G: 1.0%	H: 7%	I: 2%

> COc1ccc(N/C=C\C(=O)c2ccc(C)cc2)cc1OC
  A: 1%	B: -1.9%	C: -0.1%	D: 2%	E: 44%	F: -29%	G: 0.3%	H: -2%	I: 2%

> CC(C)OCCCn1c(=NC(=O)c2ccncc2)c(C#N)cc2c(=O)n3ccccc3nc21
  A: 1%	B: -2.7%	C: -0.1%	D: 3%	E: 26%	F: -7%	G: 4.5%	H: 25%	I: 4%

> CCCc1cc(=O)[nH]c(SCC(=O)Nc2c(C)cccc2C)n1
  A: 2%	B: 0.8%	C: -0.2%	D: -18%	E: -1%	F: 2%	G: -0.4%	H: -17%	I: -2%

> C[C@H]1[C@H](C)CC[C@]2(C(=O)O)CC[C@]3(C)C(=CC[C@@H]4[C@@]5(C)CC[C@H](O)C(C)(C)[C@@H]5CC[C@]43C)[C@H]12
  A: 2%	B: -0.2%	C: -0.1%	D: 16%	E: 41%	F: 1%	G: 1.4%	H: 12%	I: 8%

> Cc1cccc(C(=O)NCCNC(=O)c2cccnc2)c1
  A: 3%	B: -5.4%	C: 0.0%	D: -5%	E: 6%	F: 2%	G: 2.1%	H: 0%	I: 20%

> COc1cc(NS(=O)(=O)c2ccc(NC(=O)COc3cccc(C)c3)cc2)nc(OC)n1
  A: 1%	B: -4.8%	C: -0.2%	D: -14%	E: 2%	F: -73%	G: 15%	H: 8%	I: 0%

> O=C(O)c1ccc(-c2ccc(/C=c3/sc4nc5ccccc5n4c3=O)o2)cc1Cl
  A: 4%	B: 0.1%	C: -0.1%	D: -62%	E: 29%	F: -5%	G: 14µM*	H: 1%	I: -10%

> CC(=O)Nc1nonc1C(=O)N1CCC(C)CC1
  A: -4%	B: 6.6%	C: -0.3%	D: -17%	E: 8%	F: -24%	G: 1.0%	H: 1%	I: 2%

> CC(C)c1ccc(NC(=O)CN(Cc2ccccc2)S(C)(=O)=O)cc1
  A: -4%	B: -2.2%	C: 0.1%	D: -50%	E: 2%	F: -29%	G: 1.2%	H: -5%	I: 25%

> O=C(CN1C(=O)C2C3CC(C(Br)C3Br)C2C1=O)Nc1ccc(C(=O)O)cc1 (configuration not stated)
  A: 0%	B: -0.9%	C: 0.0%	D: -26%	E: 2%	F: -12%	G: 1.9%	H: -1%	I: -1%

> COc1ccccc1OCCC(=O)OCC(=O)Nc1cccc(Br)c1
  A: 3%	B: -1.9%	C: 1.9%	D: -6%	E: 22%	F: -8%	G: 0.2%	H: 8%	I: 3%

> CC1CCCCN1C(=O)CSc1nnc(-c2ccccc2F)o1 (configuration not stated)
  A: 5%	B: 6.0%	C: -0.1%	D: 4%	E: 4%	F: -51%	G: 0.9%	H: 10%	I: 8%

> Cc1sc2ncnc(NCCc3ccc(S(N)(=O)=O)cc3)c2c1C
  A: -3%	B: -2.9%	C: 0.0%	D: -19%	E: 14%	F: 56%	G: 0.0%	H: 5%	I: 1%

> COc1cccc(NC(=O)Cn2c(CCC(=O)O)ccc2-c2ccc(C)cc2)c1
  A: 7%	B: -3.9%	C: 0.5%	D: -31%	E: 33%	F: -7%	G: 3.6%	H: 9%	I: -22%

> O=C(O)c1ccccc1C(=O)Nc1ccc(-n2nccc2C(F)(F)F)cc1
  A: 16%	B: 1.5%	C: 0.5%	D: 2%	E: 16%	F: -7%	G: -1.0%	H: 4%	I: 0%

> CC(OC(=O)c1ccncc1)C(=O)Nc1ccc([N+](=O)[O-])cc1Cl (configuration not stated)
  A: -7%	B: -3.1%	C: 0.2%	D: -1%	E: 3%	F: -9%	G: -2.0%	H: -1%	I: 0%

> N/C(Cc1ccc([N+](=O)[O-])cc1)=N\OC(=O)c1ccc2ccccc2c1
  A: 2%	B: 7.7%	C: -0.1%	D: 20%	E: 0%	F: 17%	G: -0.8%	H: -13%	I: 0%

> COc1ccc(C(=O)CN2CCN(S(=O)(=O)c3cccc([N+](=O)[O-])c3)CC2)cc1
  A: -6%	B: -3.9%	C: -0.2%	D: -20%	E: -6%	F: -3%	G: 0.3%	H: 2%	I: -2%

> Cc1ccc(-c2nnn(CC(=O)N(CC(=O)NCC3CCCO3)c3ccc(F)c(Cl)c3)n2)o1 (configuration not stated)
  A: 2%	B: 0.8%	C: 0.3%	D: 19%	E: -2%	F: -30%	G: -0.3%	H: 16%	I: 8%

> COc1cccc(C2CC(c3cccc(OC)c3)n3nc(N)nc3N2)c1 (configuration not stated)
  A: 4%	B: -3.8%	C: 0.2%	D: 16%	E: -4%	F: 2%	G: -0.3%	H: 6%	I: -9%

An excerpt from above in order of the AID2073 value, largest number first:
smiles | AID2073
CC(C)OCCCn1c(=NC(=O)c2ccncc2)c(C#N)cc2c(=O)n3ccccc3nc21 | 26%
COc1cc(NS(=O)(=O)c2ccc(NC(=O)COc3cccc(C)c3)cc2)nc(OC)n1 | 2%
Cc1[nH]c2ccccc2c1C(c1ccccn1)N1CCCC1 (configuration not stated) | -2%

The list goes on:
Short keys: A = SIAH1 antagonists; B = KOR beta-arrestin-1; C = GPR55 beta-arrestin; D = KOR beta-arrestin-2; E = AID2073; F = NOD1 NF-kB reporter; G = HIV fusion peptide; H = GPR55 LPI antagonism; I = GPR35 antagonists
> S=C(c1ccc(-c2cc(Cl)ccc2Cl)o1)N1CCOCC1
  A: 3%	B: -4.3%	C: -0.1%	D: 8%	E: -9%	F: -28%	G: -2.4%	H: 22%	I: 5%

> O=C(O)c1cc(=O)cc(C(=O)O)[nH]1
  A: 1%	B: -0.9%	C: -0.1%	D: 20%	E: -4%	F: ·	G: 1.4%	H: 6%	I: -13%

> Cc1cccc(NC(=O)CCS(=O)(=O)c2cc3c(cc2Cl)NC(=O)CO3)c1
  A: 10%	B: 2.1%	C: 0.0%	D: -32%	E: -6%	F: -17%	G: -1.3%	H: 9%	I: -5%

> Cc1ccc(/C=C(/C#N)C(=O)NC(=O)Oc2ccccc2)cc1
  A: -2%	B: 7.5%	C: 0.0%	D: -96%	E: -3%	F: 12%	G: 1.2%	H: -8%	I: 8%

> CC1SC(c2ccc(F)cc2)N(CCc2ccccc2)C1=O (configuration not stated)
  A: -6%	B: 4.9%	C: 0.0%	D: 31%	E: 5%	F: 4%	G: 1.8%	H: -3%	I: -2%

> CCCOc1ccc(/C=N/NC(=O)C(=O)Nc2ccccn2)cc1
  A: 7%	B: -0.2%	C: -0.2%	D: 7%	E: 10%	F: -10%	G: -0.7%	H: -14%	I: -2%

> COc1ccccc1NC(=O)c1ccc(-n2ccnc2)c([N+](=O)[O-])c1
  A: -5%	B: 3.3%	C: 0.5%	D: -54%	E: 15%	F: 11%	G: -1.9%	H: 4%	I: 15%

> COc1ccc(C2CC(c3ccccc3)Nc3nc(NC(=O)c4ccco4)nn32)cc1 (configuration not stated)
  A: 1%	B: -2.6%	C: -0.2%	D: 21%	E: -4%	F: -16%	G: -3.1%	H: -3%	I: 14%

> Cc1cc(C)cc(N(CC(=O)NC(C)C)C(=O)CCC(=O)Nc2ccccn2)c1
  A: 3%	B: -0.7%	C: 0.3%	D: 16%	E: 8%	F: -1%	G: 2.1%	H: 4%	I: -1%

> CCc1ccc(-c2cc3c(=O)n(CC(=O)NCCN4CCCCC4C)nc(C)n3n2)cc1 (configuration not stated)
  A: -6%	B: 2.7%	C: -0.1%	D: -28%	E: 12%	F: -8%	G: -0.3%	H: -9%	I: -7%

> COc1ccc(/C=N/n2c(C)nc3ccccc3c2=O)cc1OC
  A: -1%	B: -0.6%	C: -0.3%	D: -11%	E: 13%	F: -5%	G: 1.1%	H: -2%	I: -2%

> CC(C)C(NC(=O)c1ccccc1)C(=O)OCc1cc([N+](=O)[O-])cc2c1OCOC2 (configuration not stated)
  A: 1%	B: -3.3%	C: -0.1%	D: 8%	E: 4%	F: -6%	G: 3.2%	H: -4%	I: -3%

> CC(C)NC(=O)c1ccccc1-c1nc(-c2ccccc2Cl)no1
  A: 0%	B: 3.6%	C: -0.2%	D: 4%	E: 6%	F: 21%	G: 0.9%	H: 22%	I: -10%

> COc1cccc(CN2CCN(Cc3cc4ccccc4o3)CC2CCO)c1 (configuration not stated)
  A: 5%	B: ·	C: -0.2%	D: 6%[20 µM]	E: 7%	F: -21%	G: -0.3%	H: -21%	I: 2%

> CC12CN3CC(C)(CN(C1)C3c1ccc(F)cc1)C2 (configuration not stated)
  A: 0%	B: 7.2%	C: -0.5%	D: -19%	E: -6%	F: -30%	G: -0.2%	H: 4%	I: 41%

> O=C1NC2(CCN(Cc3ccccc3)CC2)Oc2ccccc21
  A: -1%	B: -1.7%	C: -0.2%	D: -46%	E: -7%	F: 12%	G: -1.1%	H: 1%	I: -16%

> COc1ccccc1-c1ccc(NC2CCCCC2)nn1
  A: -4%	B: -3.6%	C: 0.8%	D: 2%	E: 10%	F: -48%	G: -2.1%	H: -3%	I: -1%

> Cc1ccc(OCc2nnc(N)s2)cc1C
  A: 14%	B: 1.1%	C: -0.2%	D: -7%	E: -11%	F: 0%	G: 2.1%	H: 0%	I: -9%

> O=C(O)c1cc2cc(Oc3ccccc3)ccc2[nH]1
  A: 6%	B: -10%	C: 0.3%	D: 16%[20 µM]	E: 6%	F: -21%	G: 8.1%	H: -8%	I: 4%

> CCC(C(=O)NC(C)(C)C)N(Cc1cccs1)C(=O)CNS(=O)(=O)c1ccccc1 (configuration not stated)
  A: 3%	B: -0.3%	C: -0.1%	D: 4%	E: 9%	F: 0%	G: 2.3%	H: 13%	I: -1%

> CCOc1ccc(C(=O)NCC2CCCO2)cc1OCC (configuration not stated)
  A: -1%	B: 1.0%	C: -0.3%	D: 6%	E: -16%	F: -3%	G: -0.8%	H: -6%	I: -10%
